Screening results as filed in PubChem BioAssay.
ATXN viability: Viability Counterscreen for Primary qHTS for Inhibitors of ATXN expression | hit rate 0.49% among 400,000 | Potency, µM (titrated, usually from 56.7 µM), actives largely listed as cytotoxic | AID 651635, 2014 | S2 cells (HEK-293 line with an ATXN2-luciferase reporter) viability, CellTiter-Fluor protease fluorescence, 24 h; note: potency is the fitted concentration of half-maximal effect; nearly all actives have a fitted effect of over 40% in size
A549 viability: Nrf2 qHTS screen for inhibitors: counterscreen for cytotoxicity; A549 ARE-Fluc cells, CellTiter-Fluor viability, 18-24 h; Potency, µM (top dose mostly 46 µM), for inactives: top-dose activity change, negative = cytotoxicity, most hits filed as inhibitors; hit rate 0.16% among 390,000; note: potency is the fitted concentration of half-maximal effect; % is set by controls: 0 for no effect and ±100 for the full control effect
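A549 ARE-Fluc cells in 5% FBS OPTI-MEM, 5000 cells/well, rested 2 h then exposed to compounds in concentration-response for 18-24 h at 37 °C. Viability by CellTiter-Fluor fluorescence (Ex 405/Em 525) after 30 min; luciferase luminescence (BugLite, 15 min, RT) read afterwards.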
Nrf2 ARE act: qHTS of Nrf2 Activators. AREc32 ARE-luciferase reporter (MCF7-derived line), luminescence, 24 h. Potency, µM (doses to about 46.1 µM), inactives show top-dose activation, usual class: activators. hit rate 0.31% among 410,000; note: potency is the fitted concentration of half-maximal effect; % of control where 0% means no effect; nearly all actives have a fitted effect of over 65% in size
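AREc32_Fluc, 1000 cells/well, OPTI-MEM + 5% FBS, o/n 37 deg C 5% CO2; 23 nL cpd by pin tool, 24 hr; Steady-Glo 30 min RT, luminescence.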
IL1B secr inh: qHTS for Inhibitors of Inflammasome Signaling: IL-1-beta AlphaLISA Primary Screen; hit rate 4.7% among 360,000; THP-1 LPS/ATP IL-1B secretion, AlphaLISA, 16 h; hits give low values; AID 743279, 2014; activity change, % at 57.5 µM; in the data active = activity change below about -50%; inconclusive = mostly about -30% to -49%; note: % is set by controls: 0 for no effect and ±100 for the full control effect
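THP-1 cells pretreated 1 hr with compounds (up to 57.5 uM final), then stimulated with LPS (250 ng/mL final) plus ATP (1.25 mM final); secreted IL-1B measured by AlphaLISA after 16 hr, decreased signal indicating inhibition.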
TGFb SMAD3 inh: qHTS for Inhibitors of TGF-b; HepG2 CAGA-GFP TGF-b/SMAD3 reporter, GFP fluorescence, 18 h; TGF-beta stimulated, 500 pg/mL final; Potency, µM (titrated, usually from 46.1 µM), without a hit: at the top dose activity, negative = inhibition, hits mostly inhibitors; hit rate 1.2% among 410,000; note: potency is the fitted concentration of half-maximal effect; % is set by controls: 0 for no effect and ±100 for the full control effect; nearly all actives have a fitted effect of over 65% in size
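HEPG2 CAGA-GFP reporter cells (1000/well, DMEM with 1% FBS) received compounds, then recombinant TGF-beta at 500 pg/mL final for 18 hours at 37 degrees C. Per-cell GFP summed per well was normalised to unstimulated and stimulated DMSO controls before curve fitting.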
Nrf2 block: Nrf2 qHTS screen for inhibitors | A549 ARE-Fluc reporter, luciferase luminescence, 18-24 h | Potency, µM (titrated, usually from 46 µM), for inactives: at the highest dose activity change, negative = inhibition, most hits filed as inhibitors | hit rate 2.1% among 360,000; note: potency is the fitted concentration of half-maximal effect; % is set by controls: 0 for no effect and ±100 for the full control effect; nearly all actives have a fitted effect of over 60% in size
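Nrf2 activity is the BugLite luminescence, read 15 min after reagent at room temperature, following CellTiter-Fluor cytotoxicity readout (30 min, 37C). Compound titrations were applied for 18-24 h to 5000 A549 ARE_Fluc cells/well in 5% FBS OPTI-MEM.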
MCF10A rerep: A quantitative high throughput screen for small molecules that induce DNA re-replication in MCF 10a normal breast cells; hit rate 2.9% among 350,000; Potency, µM (doses to about 46.1 µM), inactives show at the top dose activity, positive = re-replication, usual class: activators; MCF 10A DNA re-replication, Hoechst nuclear intensity, 48 h; note: potency is the fitted concentration of half-maximal effect; % of control where 0% means no effect; nearly all actives have a fitted effect of over 50% in size
ATXN2 expr inh: Primary qHTS for Inhibitors of ATXN expression. HEK-293 ATXN2-luciferase reporter, luminescence, 24 h. AID 1745845, 2022. Potency, µM (doses to about 57 µM), for inactives: at the highest dose activity change, negative = inhibition, usual class: inhibitors. hit rate 0.72% among 360,000; note: potency is the fitted concentration of half-maximal effect; % is set by controls: 0 for no effect and ±100 for the full control effect; nearly all actives have a fitted effect of over 55% in size
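ATXN2-luciferase reporter cells (luciferase flanked by upstream and downstream ATXN2 gene portions) were treated 24 h at 37 °C with compounds at up to 57 uM. SteadyGlo luminescence gave expression; GF-AFC fluorescence gave viability.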
HepG2 tox: qHTS for Inhibitors of TGF-b: Cytotox Counterscreen. HepG2 CAGA-GFP viability, ATP luminescence, 18 h. Potency, µM (titrated, usually from 46.1 µM), for the others: top-dose activity change, negative = cytotoxicity, most hits filed as cytotoxic. hit rate 0.76% among 410,000. AID 588856, 2011; note: potency is the fitted concentration of half-maximal effect; some results filed as inactive show a strong effect at the top dose
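CellTiter-Glo luminescence gave cytotoxicity after 18 hours at 37 degrees C. The cells were HepG2 CAGA-GFP in 1% FBS DMEM, stimulated with 500 pg/mL TGF-beta after compound addition. %Activity was normalised to no-cell wells (complete cell-killing) and DMSO (no toxicity), and curves were fitted and classified.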
Active calls of the source: *; i = inactive; ? = inconclusive; · = no result given; [ ] = another dose, or the depositor's remark. Unless noted, calls come from the whole dose curve; as a rule, active = well fitted curve in the direction sought with a large enough effect; inconclusive = small, poorly fitted or top-dose-only effect, or another doubt; inactive = no such curve, though single readings can be large; an effect the other way counts as inactive or inconclusive.

Start of the data: the first 4 compounds as a preview:
1. CC(C)CNC(=O)c1cc(-c2ccc(Br)cc2)on1
2. CC(C)(C)n1nnnc1CN(Cc1cccnc1)Cc1ccccc1Cl
3. COc1ccc(CCNC(=O)C2CCN(C(=O)NC3CCCCC3)CC2)cc1
4. O=C(NCCc1ccccc1)c1cccc(NC(=O)C2CCCCC2)c1
assay / entry	1	2	3	4
ATXN viability	i	i	i	i
A549 viability	13%	-10%	-2%	8%
Nrf2 ARE act	-0.8%	0.4%	0.3%	0.5%
IL1B secr inh	-12	-7	21	-5
TGFb SMAD3 inh	25%	0%	0%	22%
Nrf2 block	·	-11%	17%	7%
MCF10A rerep	-21%	-4%	-1%	-2%
ATXN2 expr inh	50%[activator]	0%	-9%	17%
HepG2 tox	6%	-47%	3%	5%

The whole of this part, previewed entries included:
1. CC(C)CNC(=O)c1cc(-c2ccc(Br)cc2)on1
2. CC(C)(C)n1nnnc1CN(Cc1cccnc1)Cc1ccccc1Cl
3. COc1ccc(CCNC(=O)C2CCN(C(=O)NC3CCCCC3)CC2)cc1
4. O=C(NCCc1ccccc1)c1cccc(NC(=O)C2CCCCC2)c1
5. O=C(NCc1ccc(OC(F)(F)F)cc1)C12CN(Cc3ccccc3)CC1C(c1cccc([N+](=O)[O-])c1)=NO2 (stereo unspecified)
6. COc1ccccc1-c1noc(-c2ccc(N3CCN(C)CC3)c([N+](=O)[O-])c2)n1
7. COc1ccc(S(=O)(=O)NC(C)C(=O)NCCN2CCOCC2)cc1Cl (stereo unspecified)
8. COc1ccccc1C(=O)NC(=O)COC(=O)c1ccco1
assay / entry	1	2	3	4	5	6	7	8
ATXN viability	i	i	i	i	i	i	i	i
A549 viability	13%	-10%	-2%	8%	12%	-1%	14%	-1%
Nrf2 ARE act	-0.8%	0.4%	0.3%	0.5%	14%	2.0%	0.0%	0.2%
IL1B secr inh	-12	-7	21	-5	-16	·	-2	9
TGFb SMAD3 inh	25%	0%	0%	22%	-3%	?	2%	10%
Nrf2 block	·	-11%	17%	7%	?	5%	0%	4%
MCF10A rerep	-21%	-4%	-1%	-2%	-67%[inhibitor]	·	-4%	6%
ATXN2 expr inh	50%[activator]	0%	-9%	17%	3%	3%	-9%	1%
HepG2 tox	6%	-47%	3%	5%	-14%	-1%	18%	11%

9. CC1(C)CC(=O)C2=C(C1)N(c1cccnc1)C(N)=C(C#N)C2c1cccs1 (stereo unspecified)
10. Cc1ccccc1N(CC(=O)NCc1ccco1)C(=O)CCC(=O)Nc1nccs1
11. O=C(CCC(=O)c1ccccc1)Nc1ccc(C(=O)O)cc1
12. CCNc1ccc([N+](=O)[O-])cc1
13. Fc1cccc(CSc2ccc(-c3ccco3)nn2)c1
14. COc1ccc(NC(=O)COC(=O)COc2ccc(Br)cc2)cc1
15. O=C(Nc1ccc(OC(F)F)c(Cl)c1)[C@@H]1CCCN1C(=O)c1cccs1
16. COc1ccc(NC(=O)NC2CCN(C(C)C)CC2)c(OC)c1
assay / entry	9	10	11	12	13	14	15	16
ATXN viability	i	i	i	i	i	i	i	i
A549 viability	-20%	-1%	16%	?	3%	-2%	3%	2%
Nrf2 ARE act	0.2%	-0.4%	0.6%	-0.8%	21%	-0.1%	1.9%	0.3%
IL1B secr inh	0	0	10	-9	0	18	20	-14
TGFb SMAD3 inh	2%	-5%	-1%	4%	-5%	-13%	0%	6%
Nrf2 block	-25%	11%	-12%	-26%	28%	-7%	7%	·
MCF10A rerep	6%	-25%	3%	1%	-2%	5%	17%	-13%
ATXN2 expr inh	-2%	-23%	·	17%	4%	-6%	-23%	4%
HepG2 tox	30%	-6%	1%	-6%	-2%	-9%	15%	1%

17. CCOC(=O)c1[nH]c(=O)[nH]c1CNc1ccccc1C#N
18. Cc1ccc(CNc2ncccc2-c2nc(-c3ccc(Cl)cc3)no2)cc1
19. C=Cc1ccc(Cn2c(C)c(C(=O)NCc3cccc([N+](=O)[O-])c3)sc2=O)cc1
20. COc1ccc([C@H]2CC(=O)C=C(/C=C/c3ccc(C(F)(F)F)cc3)C2)cc1
21. Cc1ccccc1NC(=O)CN1C(=O)NC2(CCCCCCC2)C1=O
22. COc1ccc(N(C)S(=O)(=O)c2c(C)noc2C)c(OC)c1
23. CC1CCCC(C)N1CCCNC(=O)c1ccc2nc(N3CCCCC3)sc2c1 (stereo unspecified)
24. OCCNc1nc(N2CCN(c3ccccc3)CC2)nc2ccccc12
assay / entry	17	18	19	20	21	22	23	24
ATXN viability	i	i	i	i	i	i	i	i
A549 viability	-5%	15%	·	9%	-4%	3%	-3%	3%
Nrf2 ARE act	-0.1%	8.3%	3.7%	0.2%	-0.6%	0.1%	3.9%	0.0%
IL1B secr inh	21	·	0	?	4	26	-5	-3
TGFb SMAD3 inh	1%	0%	?	-12%	6%	-1%	-2%	9%
Nrf2 block	1%	12%	·	6%	18%	-18%	?	21%
MCF10A rerep	?	·	·	-1%	2%	16%	3%	7.3µM*
ATXN2 expr inh	7%	43%[activator]	0%	3%	-4%	7%	43%[activator]	-22%
HepG2 tox	-7%	-11%	16%	-37%	7%	-7%	-28%	-33%

25. COC(=O)[C@H](Cc1ccccc1)NC(=O)NCCc1ccccc1F
26. Cn1c(=O)oc2cc(S(=O)(=O)NC(Cc3ccccc3)C(=O)NCc3ccc(F)cc3)ccc21 (stereo unspecified)
27. COc1cccc(NC(=O)Nc2nccc(C)n2)c1
28. O=CN/N=C/c1c(O)ccc2ccccc12
29. COc1ccc(NC(=O)CSc2nc(=O)n(CCN3CCOCC3)c3c2CCC3)cc1
30. COc1ccc(NC(=O)Cn2c(=O)cnc3ccccc32)cc1S(=O)(=O)N1CCCCC1
31. CCn1c(-c2nn(-c3ccc(C)cc3)ccc2=O)n[nH]c1=S
32. CCn1c(O)c(C=NCCN2CCOCC2)sc1=S
assay / entry	25	26	27	28	29	30	31	32
ATXN viability	i	i	i	?	i	i	?	i
A549 viability	-3%	-3%	5%	-11%	-4%	0%	0%	-13%
Nrf2 ARE act	-0.9%	0.3%	0.3%	-0.4%	0.3%	4.8%	3.1%	-0.4%
IL1B secr inh	25	·	-5	245	-1	7	-10	0
TGFb SMAD3 inh	-6%	-2%	-1%	2%	0%	0%	-1%	14%
Nrf2 block	2%	24%	?	?	0%	-20%	-19%	2%
MCF10A rerep	-4%	·	9%	1%	0%	1%	-9%	-1%
ATXN2 expr inh	11%	-17%	·	·	-1%	-1%	·	12%
HepG2 tox	-5%	4%	-8%	-5%	3%	7%	24%	7%

33. COc1cccc(C(=O)OCn2nnc3ccccc3c2=O)c1OC
34. Cc1cccc(C(CC(=O)NCCc2ccccc2)c2ccccc2)c1O (stereo unspecified)
35. COc1ccc(/C=N/NS(C)(=O)=O)c(OC)c1
36. COc1ccccc1N1CCN(C(=O)c2cccc(N3C(=O)C4C5C=CC(C5)C4C3=O)c2)CC1 (stereo unspecified)
37. Cc1ccc(C)c(NC(=O)CN(C)C(=O)CSCc2c(C)noc2C)c1
38. O=C(N/N=C/c1cccnc1)c1ccc([N+](=O)[O-])cc1
39. Cc1ccc([C@H]2N[C@]3(CCCN(Cc4ccc(Br)cc4)C3=O)[C@H]3C(=O)N(C)C(=O)[C@@H]23)cc1
40. Nc1ccccc1C(=O)NC(=O)Nc1ccc(Oc2ncc(Br)cn2)c(Cl)c1
assay / entry	33	34	35	36	37	38	39	40
ATXN viability	i	i	i	i	i	i	i	?
A549 viability	0%	-2%	10%	-6%	-2%	-2%	·	-19%
Nrf2 ARE act	-0.3%	-0.6%	5.6%	-2.9%	-0.4%	0.8%	0.5%	0.3%
IL1B secr inh	14	-22	13	16	2	3	14	29
TGFb SMAD3 inh	10%	-2%	0%	-5%	-5%	-16%	1%	?
Nrf2 block	11%	-19%	0%	5%	3%	-3%	·	14%
MCF10A rerep	-1%	-1%	?	5%	1%	-28%	·	?
ATXN2 expr inh	0%	-9%	2%	14%	-6%	-3%	-13%	-9%
HepG2 tox	4%	-7%	-25%	0%	17%	-3%	-12%	0%

41. CN(CC(=O)NCCc1ccc(S(N)(=O)=O)cc1)c1ccccc1
42. Cc1ccc(C)c(NC(=S)N(Cc2ccco2)C(C)c2cccs2)c1 (stereo unspecified)
43. COc1ccccc1CNC(=O)CCNS(=O)(=O)c1cccc2nonc12
44. COc1ccccc1CNS(=O)(=O)c1c(C(=O)N2CCCCC2)c(C)n(C)c1C
45. O=C(COC(=O)/C=C/c1ccc(F)cc1)NC1CCCC1
assay / entry	41	42	43	44	45
ATXN viability	?	i	i	i	i
A549 viability	4%	-1%	0%	-11%	-5%
Nrf2 ARE act	-0.7%	-0.8%	-0.4%	-0.2%	-0.3%
IL1B secr inh	0	-3	4	-11	10
TGFb SMAD3 inh	15%	7%	0%	11%	-14%
Nrf2 block	-2%	1%	3%	-10%	-4%
MCF10A rerep	?	-1%	0%	10%	0%
ATXN2 expr inh	-36%	-2%	0%	2%	1%
HepG2 tox	-1%	2%	-2%	1%	6%
